S3 lipid droplet – qHTS Assay for Lipid Storage Modulators in Drosophila S3 Cells. Drosophila S3 cells, BODIPY lipid droplet fluorescence, 18-24 h; cells fed with added oleic acid. lipid storage change, negative = inhibition, % at the top dose, mostly 46.1 µM; hits show Potency in µM. 320,000 tested, 0.64% active; active = well fitted inhibition curve with a large enough effect in the signal ratio, with a control signal flat, not every such curve was filed as active; inconclusive = small, poorly fitted or top-dose-only effect, or effect the other way, or a change in a side signal; the % refers to the signal ratio
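Drosophila S3 cells got compounds at several concentrations plus oleic acid (400 uM solution). Laser-scanning cytometry with 488 nm excitation read lipid droplets at 500-530 nm and cells at 575-640 nm. Percent activity was relative to 20 uM Triacsin C.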
S3 lipid droplet cell count max – also measured in S3 lipid droplet; calls as there; cell number change, %; measured here: cell count max response;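 cells counted by Cell Tracker Red CMTPX staining in the red channel; peak over a dose series mostly up to 46.1 µM; percent activity relative to internal control wells on each plate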
The depositor's hits bear a star; i = inactive; u = inconclusive; x = not tested or not shown. % is scaled to controls: 0 for no effect and ±100 for the full control effect; potency is read from the fitted curve at half-maximal effect. Not all compounds are listed. The share of hits here may be higher or lower than overall.

SMILES,S3 lipid droplet,S3 lipid droplet cell count max
CN(Cc1ccccc1)C(=O)C1CCC(CNS(=O)(=O)c2cccc3cccnc23)CC1 (centres undefined),u,x
O=C(CCc1nc2ccccc2c(=O)[nH]1)Nc1nnc(SCc2ccc(F)cc2)s1,0%,2
O=C(CN1CCOc2ccccc21)N1CCCC1,-7%,20
COC(=O)c1cn(CC(=O)Nc2ccc(F)cc2)c2ccccc12,u,x
COc1cccc(N(C(=O)CNC(=O)c2ccco2)C(C(=O)NC2CCCCC2)c2cccnc2)c1 (centres undefined),u,x
CC(=O)N1CCCc2cc(S(=O)(=O)CCC(=O)N3CCN(c4cccc(C)c4)C(C)C3)ccc21 (centres undefined),u,x
O=C(NCCc1ccccc1)c1ccc2nc(-c3ccco3)c(-c3ccco3)nc2c1,u,x
CCOC(=O)c1cc(-c2ccc(Cl)cc2)nc2c1c(=O)[nH]c(=O)n2CCOC,-15%,x
CN1N=C(C(=O)N2CCCC(Nc3ccc(F)c(F)c3)C2)CCC1=O (centres undefined),u,x
CCCCc1cn([C@@H](CCCCN)C(=O)N2CCNCC2)nn1,-8%,3
CSc1nc2nc(-c3ccccc3)cc(=O)n2[nH]1,u,x
COc1ccc(C2=NO[C@@H]3[C@@H]4C[C@@H]([C@H]5C(=O)N(C)C(=O)[C@@H]45)[C@H]23)c(OC)c1,-6%,-1
COC(=O)Nc1ccccc1C(=O)N1CCN(c2ccc(C)cc2)CC1,17%,-3
C=CCn1c(Cc2ccccc2)nnc1SCc1nc2ccccc2c(=O)[nH]1,u,x
Cc1ccc(SCC(=O)NCC(C)C)cc1,u,x
Cc1[nH]ccc2c1[nH]c1cc(=O)ccc12,u,x
O=C(Nc1ccc2ccccc2n1)Nc1ccccc1F,i,x
COc1cc(/C=C2\COC/C(=C\c3ccc(O)c(OC)c3)C2=O)ccc1O,u,x
Cc1cc(NC(=O)c2cccc(S(=O)(=O)N(C)C)c2)n(-c2ccccn2)n1,u,x
COc1ccccc1/C=C1\CCCC2=C1Nc1nnnn1C2c1ccccc1OC (centres undefined),u,x
CN(Cc1ccccc1Cl)C(=O)C1CC(=O)N(c2ccc3c(c2)OCCO3)C1 (centres undefined),u,x
CC1CCN(C(=O)c2[nH]cnc2C(=O)N[C@@H](C)C(=O)OCc2ccccc2)CC1,u,x
Cc1ccc(-c2nc(CS(=O)(=O)CC(=O)NCCN3CCOCC3)c(C)o2)cc1,u,x
Cc1cc(C(=O)Nc2cccc([N+](=O)[O-])c2C)cs1,u,x
CCC(=O)/C=C1/Sc2ccc(OC)cc2N1CCO,11%,2
C=C(C)CSc1cc(C)nc2c(-c3ccccc3)c(C)nn12,3%,-11
COc1ccc(N=C2SC(CC(=O)Nc3ccc(OC)cc3OC)C(=O)N2C)cc1 (centres undefined),u,x
O=C(COC(=O)c1ccc(N2CCCC2=O)cc1)c1ccc(OC(F)F)cc1,u,x
O=C(NCC1CCCN1S(=O)(=O)c1cccs1)c1cccc(F)c1 (centres undefined),i,3
CCCCc1nc(SCC(=O)Nc2nnc(CCCC)s2)n[nH]1,-11%,-7
CC(=O)Nc1ccc(NC(=O)C2(C)CC2(Cl)Cl)cc1 (centres undefined),u,x
CCOC(=O)CSc1nnc(Cc2ccccc2)n1-c1ccc(C)cc1,-2%,3
COc1ccc(NC(=O)Cn2cnc3sc(C)c(S(=O)(=O)N4CCOCC4)c3c2=O)c(OC)c1,-5%,-9
COc1ccccc1P(=O)(c1ccccc1)c1ccc([N+](=O)[O-])cc1 (centres undefined),2%,0
Cn1nc(-c2ccc(N3CCCCC3)c(NC(=O)c3ccco3)c2)c2ccccc2c1=O,u,x
Cc1ccc2c([N+](=O)[O-])cccc2n1,u,x

15 structures out of the list, sorted by SMILES length, smallest number first:
SMILES,S3 lipid droplet,S3 lipid droplet cell count max
Cc1ccc(SCC(=O)NCC(C)C)cc1,u,x
CCC(=O)/C=C1/Sc2ccc(OC)cc2N1CCO,11%,2
CSc1nc2nc(-c3ccccc3)cc(=O)n2[nH]1,u,x
CC(=O)Nc1ccc(NC(=O)C2(C)CC2(Cl)Cl)cc1 (centres undefined),u,x
C=C(C)CSc1cc(C)nc2c(-c3ccccc3)c(C)nn12,3%,-11
O=C(NCC1CCCN1S(=O)(=O)c1cccs1)c1cccc(F)c1 (centres undefined),i,3
C=CCn1c(Cc2ccccc2)nnc1SCc1nc2ccccc2c(=O)[nH]1,u,x
COc1ccccc1P(=O)(c1ccccc1)c1ccc([N+](=O)[O-])cc1 (centres undefined),2%,0
COc1cc(/C=C2\COC/C(=C\c3ccc(O)c(OC)c3)C2=O)ccc1O,u,x
O=C(NCCc1ccccc1)c1ccc2nc(-c3ccco3)c(-c3ccco3)nc2c1,u,x
Cc1ccc(-c2nc(CS(=O)(=O)CC(=O)NCCN3CCOCC3)c(C)o2)cc1,u,x
Cn1nc(-c2ccc(N3CCCCC3)c(NC(=O)c3ccco3)c2)c2ccccc2c1=O,u,x
CC1CCN(C(=O)c2[nH]cnc2C(=O)N[C@@H](C)C(=O)OCc2ccccc2)CC1,u,x
COc1cccc(N(C(=O)CNC(=O)c2ccco2)C(C(=O)NC2CCCCC2)c2cccnc2)c1 (centres undefined),u,x
COc1ccc(C2=NO[C@@H]3[C@@H]4C[C@@H]([C@H]5C(=O)N(C)C(=O)[C@@H]45)[C@H]23)c(OC)c1,-6%,-1

Going on with the list:
SMILES,S3 lipid droplet,S3 lipid droplet cell count max
O=C(c1c(Cl)nc2sccn12)N(C(=O)c1c(Cl)nc2sccn12)c1ccc(Cl)cn1,u,x
CCOc1cccc2sc(N(CCN(CC)CC)C(=O)c3ccc(S(=O)(=O)N4CCCC4)cc3)nc12,4%,14
Oc1nc(Nc2ccccc2)sc1/C=C1\C=Nc2ccccc21,-6%,6
O=C(OCC(=O)N1CCOCC1)C(c1ccccc1)c1ccccc1,u,x
N#C/C(=C\c1ccccc1C(F)(F)F)C(=O)Nc1ccccc1,-17%,-13
NC(=O)C1CCC(NC(=O)OCc2ccccc2)CC1 (centres undefined),u,x
CCc1ccc(/C=N/Nc2nn[nH]n2)cc1,4%,-9
Cc1sc2ncnc(Sc3nnnn3-c3ccc(Cl)cc3)c2c1C,u,x
C/C(=N\NC(=O)c1ccccc1C)c1ccc(N2CCOCC2)cc1,u,x
CCOC(=O)C1=C(C)N[C@@]2(O)c3ccccc3C(=O)[C@@]12O,u,x
O=C(O)CCCC(=O)Nc1ccc(S(=O)(=O)Nc2nccs2)cc1,i,-16
O=S(=O)(c1ccc(Cl)cc1)N1CN(CC2CCCO2)c2nc3ccccc3nc21 (centres undefined),u,x

3 compounds out of the list, ordered by count of non-hydrogen atoms, lowest first:
SMILES,S3 lipid droplet,S3 lipid droplet cell count max
NC(=O)C1CCC(NC(=O)OCc2ccccc2)CC1 (centres undefined),u,x
N#C/C(=C\c1ccccc1C(F)(F)F)C(=O)Nc1ccccc1,-17%,-13
CCOc1cccc2sc(N(CCN(CC)CC)C(=O)c3ccc(S(=O)(=O)N4CCCC4)cc3)nc12,4%,14

Going on with the list:
SMILES,S3 lipid droplet,S3 lipid droplet cell count max
Cc1ccc(C)c(S(=O)(=O)N2C(=S)NC(=O)C2CC(C)C)c1 (centres undefined),u,x
COC(=O)c1ccc(Cn2nc(-c3cc(C)ccc3C)ccc2=O)cc1,17%,x
Cc1ccc(OCC(O)Cn2c(N3CCOCC3)nc3c2c(=O)[nH]c(=O)n3C)cc1 (centres undefined),22%,-11
CC1CCCCC1NC(=O)c1cccc(S(=O)(=O)N2CCN(Cc3ccccc3)CC2)c1 (centres undefined),u,x
O=C1[C@@H]2Cc3c([nH]c4ccccc34)C(c3cccc([N+](=O)[O-])c3)N2C(=O)CN1CCCO (some centres undefined),-20%,-9
Clc1ccc(-c2nnc3ccccn23)cc1,i,-2
CCCCCC(O)(c1ccc(OCC)cc1)C(CN1CCOCC1)c1ccccc1 (centres undefined),u,x
O=C(COc1ccc(Cl)cc1[N+](=O)[O-])N/N=C/c1cccs1,-23%,-3
CC1CCC(NC(=O)c2cccc(S(=O)(=O)N3CCN(c4ccc(F)cc4)CC3)c2)CC1 (centres undefined),u,x
Cc1cccc(N=C(NO)c2nonc2N)c1,-1%,14
COC(=O)c1sccc1NC(=O)C1CC1,9%,15
Cc1nnc(N(Cc2ccco2)C(=O)c2ccno2)s1,u,x
Cc1c(NC(=O)c2cccnc2C(=O)O)cccc1C(=O)O,-9%,1
COc1ccc(-n2ncc3c(N4CCc5ccccc54)ncnc32)cc1,u,x
COc1ccc(CCNC(=O)CC(c2ccccc2)c2cc(C)ccc2O)cc1OC (centres undefined),u,x
OCCNc1nc(-c2ccccc2)nc2c1oc1ccccc12,-5%,-19
Cc1nc2ccc(S(=O)(=O)NC(CC(C)C)C(=O)O)cc2s1 (centres undefined),u,x
CN1CCN(CCOc2ccc(Cl)c(Cl)c2)CC1,u,x
O=C(Cn1nnc(-c2ccccc2)n1)NCc1ccco1,u,x
Cc1ccc(S(=O)(=O)CC(O)CN2CCCC2=O)cc1 (centres undefined),10%,-3
COc1ccc(C2CC(=O)C(C(c3ccc(O)cc3)C3C(=O)CC(c4ccc(OC)cc4)CC3=O)C(=O)C2)cc1 (centres undefined),-4%,-2
CSc1nnc(C)c(=O)n1COC(=O)COc1ccc2ccccc2c1,-2%,-11
CC(NC(=O)NC12CC3CC(CC(C3)C1)C2)C1CCCO1 (centres undefined),5%,-16
COc1ccc(-c2cc3nc(C)cc(N4CC(C)CC(C)C4)n3n2)cc1 (centres undefined),2%,2
C/C(CC(=O)Nc1cccc(Cl)c1C)=N\NC(=O)C(=O)NCC(C)C,25%,14
CCSc1nsc(NC(=O)Nc2ccccc2F)n1,u,x
CC(c1ccco1)N(Cc1ccco1)C(=O)Nc1ccccc1 (centres undefined),i,x
CCOc1cc(CNCc2ccccn2)ccc1OCC(=O)NC(C)(C)C,9%,-18
Nc1nc(SCC(=O)Nc2ccc(OC(F)(F)F)cc2)[nH]c(=O)c1NC(=O)c1ccc(Br)o1,u,x
Cc1ccc2cccc(S(=O)(=O)N3CCN(c4ccccc4F)CC3)c2n1,-16%,5
COc1ccc(NC(=O)c2cc(C(=O)Nc3ccc(OC)cc3OC)cc([N+](=O)[O-])c2)c(OC)c1,u,x
COc1ccc(N(Cc2ccc(N(C)C)cc2)C(=O)c2ccc(S(C)(=O)=O)cc2)cc1,i,-23
C=Cc1cccc(NC(=O)COc2ccccc2)c1,u,x
CN(CC(=O)Nc1ccc(C#N)cc1)Cc1ccc(Cl)cc1Cl,i,5
CCOC(=O)C(C)n1nc(/C=C/c2ccccc2)ccc1=O (centres undefined),-17%,-11
COc1ccc(N2CCN(Cc3nc4c(c(=O)[nH]c(=O)n4C)n3Cc3cccc(Cl)c3)CC2)cc1,-6%,-16
O=C(NCc1ccccc1Cl)c1cccc(NC(=O)c2ccccc2)c1,8%,-9
Nc1cc(Cl)ccc1C(=O)OCC(=O)N1CCOCC1,-1%,16
CCCNC(=O)C1CN(S(=O)(=O)c2ccc(Cl)s2)c2ccccc2O1 (centres undefined),u,x
Cc1ccc(Cn2nnc3c(=O)[nH]c(C4CCCN(S(=O)(=O)c5ccccc5F)C4)nc32)cc1 (centres undefined),u,x
Cc1ccc(C(=O)C(NC(=O)c2ccco2)Nc2sc3c(c2C(N)=O)CCCC3)cc1 (centres undefined),-4%,9
CC(=O)Nc1ccc(S(=O)(=O)NC2(C(F)(F)F)C(=O)Nc3c2c(=O)[nH]c(=O)n3Cc2cccnc2)cc1 (centres undefined),-13%,0
O=C(NC1CCCCCC1)c1ccc[nH]c1=S,6%,10
Cc1cc(C)n(CCCNC(=O)c2cc(COc3ccc(C)c(C)c3)on2)n1,11%,4
COc1ccc(S(=O)(=O)N2CCC(C(=O)NC3CCCC3)CC2)cc1OC,u,x
O=c1cc(NCCCO)c2ccccc2o1,1%,14
Fc1cccc(CSc2ncnc3c2oc2ccccc23)c1,u,x
Cc1ccc(S(=O)(=O)N(C)c2c(C)ccc(S(=O)(=O)Nc3ccncc3)c2C)cc1,16%,4
Cc1ccccc1NC(=S)NC(=O)COc1ccccc1C,u,x
CCOC(=O)C=Nc1c(N)n(C)c(=O)n(C)c1=O,u,x
CCOC(=O)C(CCCCCOc1ccc([N+](=O)[O-])cc1)C(=O)OCC,-4%,3
O=C(NCCc1nccs1)C1CCC(=O)N(CCc2ccc(Cl)cc2)C1 (centres undefined),3%,18
O=C(CN1CCOCC1)Nc1ncc(Cc2cccc(Cl)c2)s1,u,x
CCOc1nnc(C)c2c(C)n(-c3cccc(OC)c3)nc12,u,x
O=C(CCN1C(=O)CSC1=O)Nc1ccccc1,u,x
COc1ccc(NC(=O)COC(=O)CN2C(=O)C3CCCCC3C2=O)cc1OC (centres undefined),u,x
COc1ccccc1/C=N/NC(=O)c1ccc(NC(=O)c2ccccc2Br)cc1,11%,-5
CCOCCCNC(=O)c1ccc2nc(-c3ccc(OC)c(OC)c3)c(-c3ccc(OC)c(OC)c3)nc2c1,u,x
CC1=CCC2C(=O)N(c3ccc(C)c(Br)c3)C(=O)C2C1 (centres undefined),-16%,x
Cn1nc(-c2ccccc2)cc1NC(=O)Nc1ccc(F)cc1,u,x
